SKN-1 inh = inhibitors of C. elegans SKN-1; C. elegans VP596 Pgst-4::GFP/RFP ratio, acrylamide-induced, 24 h; inhibition, % at 21.8 µM; 0.49% of 360,000 active;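 active = interference check ratio from 0.5 to 1.5 plus GFP to RFP signal ratio inhibition reaching or exceeding a fixed threshold, cut at about 30% in these data, passing the limit was not always enough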; also: some compounds called inactive have numbers as strong as hits
STEP inh = inhibitors of human striatal-enriched phosphatase STEP | P54829 | recombinant STEP, OMFP fluorogenic substrate, fluorescence | inhibition, % at 20 µM | 0.25% of 360,000 active | AID 588621;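 active = inhibition at 20 µM, scaled per plate between control wells, above about 37%, limit read from the data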;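 also: 0% = DMSO with enzyme and substrate and 100% = substrate only without enzyme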
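Also added – OMFP at 25 µM · Test system – STEP tyrosine phosphatase · Technique – FITC-channel fluorescence of OMFP product · Schedule – 20 min at room temperature, dark · Evaluation – control-normalized % inhibition with plate pattern correction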
NRP1-CendR mod = alters CendR peptide binding to human NRP-1. FAM-RPARPAR peptide binding to NRP-1, fluorescence polarization. inhibition, % at 25 µM. 0.85% of 360,000 active;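 active = inhibition or corrected inhibition above about 18%, plus a signal ratio from 0.5 to 1.5, limit read from the data, passing the limit was not always enough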; also: strong numbers were not always called active
Target sequence (O14786 whole entry, looked up): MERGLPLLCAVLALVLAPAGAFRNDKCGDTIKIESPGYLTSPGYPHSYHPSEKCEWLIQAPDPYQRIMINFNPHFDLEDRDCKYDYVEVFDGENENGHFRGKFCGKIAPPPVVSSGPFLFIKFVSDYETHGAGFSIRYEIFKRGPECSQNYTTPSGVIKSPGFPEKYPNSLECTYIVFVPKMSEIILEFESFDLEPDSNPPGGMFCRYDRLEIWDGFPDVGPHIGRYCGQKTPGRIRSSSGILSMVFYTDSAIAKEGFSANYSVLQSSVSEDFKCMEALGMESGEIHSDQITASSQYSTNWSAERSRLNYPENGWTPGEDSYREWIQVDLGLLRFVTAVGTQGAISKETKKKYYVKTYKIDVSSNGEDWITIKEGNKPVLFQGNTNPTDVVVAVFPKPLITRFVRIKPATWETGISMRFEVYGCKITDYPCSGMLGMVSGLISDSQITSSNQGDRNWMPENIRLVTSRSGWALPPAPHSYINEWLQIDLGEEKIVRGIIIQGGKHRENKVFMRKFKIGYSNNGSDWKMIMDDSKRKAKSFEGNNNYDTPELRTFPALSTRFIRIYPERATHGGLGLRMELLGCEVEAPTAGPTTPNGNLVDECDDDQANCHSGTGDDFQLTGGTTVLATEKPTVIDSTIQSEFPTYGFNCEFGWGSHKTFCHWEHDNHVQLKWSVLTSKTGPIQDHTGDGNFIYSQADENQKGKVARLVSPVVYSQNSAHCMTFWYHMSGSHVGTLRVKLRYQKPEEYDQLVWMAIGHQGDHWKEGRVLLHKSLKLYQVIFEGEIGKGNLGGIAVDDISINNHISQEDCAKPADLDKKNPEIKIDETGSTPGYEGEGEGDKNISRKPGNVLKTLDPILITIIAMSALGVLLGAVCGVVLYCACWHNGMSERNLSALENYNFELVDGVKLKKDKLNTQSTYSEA
DNMT1 inh = blocks human DNA methyltransferase DNMT1; inhibition (reported as % activation of signal), % at 10 µM; 0.83% of 360,000 active; P26358; DNMT1 molecular beacon, Hinp1I cleavage, fluorescence; AID 588458; in the data active = inhibition above about 50%
Neddyl block = blocks human cullin neddylation; P61081+Q13564; TR-FRET cullin neddylation, biochemical; calls only at 25 µM; 0.58% of 360,000 active; AID 651699; in the data active = inhibition above about 36%
Tb MetRS inh = Trypanosoma brucei MetRS inhibition. purified T. brucei MetRS, ATP depletion, Kinase-Glo luminescence. inhibition, % at 11.9 µM. 0.4% of 360,000 active;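 active = inhibition above a per-plate cutoff of the control wells' mean inhibition plus 3 SD, cut at about 5.5% in these data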;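 also: 0% = DMSO wells median and 100% = median of wells with control inhibitor compound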
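Test system – parasite MetRS enzyme · Reagent – substrates ATP, L-methionine and bulk Escherichia coli tRNA · Doses – 11.9 µM compound single dose, 0.9% DMSO · Times – 15 min enzyme-compound preincubation, 2 h reaction, 10 min detection, 25 °C · Signal – Kinase-Glo luminescence, ATP depletion format · Controls – DMSO-only wells as low control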
Scp-1 inhibitor = Scp-1 (human) phosphatase inhibition | Q9GZU7 | Recombinant Scp1, phosphopeptide, malachite green phosphate absorbance | AID 493091 | 0.88% of 340,000 active | inhibition, % at 20 µM;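 active = inhibition above about 50% at 20 µM, limit read from the data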;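 also: plate controls were DMSO wells with enzyme for no effect and wells lacking enzyme for full effect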
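Material – SCP-1 phosphatase catalytic domain, residues 76-261 · Buffer or medium – Acidic Tris acetate buffer with magnesium and detergent · Also added – Phospho 17-mer peptide substrate · Compound – single 20 µM dose, 1% DMSO · Times – 45 min room-temperature reaction, 5 min colour, 30 min stabiliser · Technique – Phosphate-binding colour reagent, absorbance read at 630 nm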
LMPTP block = blocks human LMPTP phosphatase | 0.22% of 360,000 active | inhibition, % at 20 µM | recombinant LMPTP-A, OMFP fluorogenic substrate, fluorescence intensity | AID 651560 | P24666;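 active = compounds that cut the enzyme signal by at least half of the control window in the single-dose screen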;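 also: plate controls were DMSO wells with enzyme plus substrate for no effect and substrate without enzyme for full effect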
Target sequence (P24666 whole entry, looked up): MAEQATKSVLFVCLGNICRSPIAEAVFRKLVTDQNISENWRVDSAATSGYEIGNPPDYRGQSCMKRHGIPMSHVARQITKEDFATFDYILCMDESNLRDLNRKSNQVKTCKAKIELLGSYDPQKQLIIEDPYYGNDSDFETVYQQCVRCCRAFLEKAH
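Test system: LMPTP-A phosphatase enzyme; input: 0.625 nM LMPTP-A final; reagent: OMFP substrate, 400 µM final; compound dosing: 20 µM single dose, 3% DMSO; incubation: 50 min dark incubation at room temperature; measured by: endpoint fluorescence intensity from OMFP dephosphorylation; measure: % inhibition relative to no-enzyme and uninhibited control wells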
NadD inh = blocks S. aureus nicotinate mononucleotide adenylyltransferase; purified NadD enzyme, colorimetric absorbance read-out; inhibition, % at 20 µM; 0.78% of 360,000 active; in the data active = inhibition above about 26%; also: some compounds past the cut are filed as inactive
SUMO1-SIM PPI = alters human SUMO1 binding to SIM partners | inhibition, % at 20 µM | SUMO1 binding to a labelled peptide, TR-FRET, 1 h | 0.33% of 360,000 active | AID 602429; in the data active = inhibition above about 37%
Starred values were filed as active, the others as inactive; i = inactive; . = no result given.

SMILES	SKN-1 inh	STEP inh	NRP1-CendR mod	DNMT1 inh	Neddyl block	Tb MetRS inh	Scp-1 inhibitor	LMPTP block	NadD inh	SUMO1-SIM PPI
CCCC1S/C(=N/N=C/c2ccco2)NC1=O (stereo not drawn)	14	-3	-8	-3	i	-0.2	2	-1.4	7	-1
O=C1c2ccccc2C(=O)N1CCCC(=O)N1CCCc2ccccc21	8	3	3	1	i	0.2	-3	-0.9	-2	-4
COc1cccc(NC(=O)c2nnn(Cc3ccc(Br)cc3F)c2N)c1	-5	0	11	0	i	-0.4	-8	-0.1	-4	6
CC(C)CNc1oc(-c2ccco2)nc1C#N	0	-3	22*	1	.	-0.4	3	-1.3	-2	-5
CCOC(=O)c1cc(=O)c2ccc(OCc3ccccc3)cc2o1	2	0	3	1	i	-0.4	-15	2.0	-8	-22
O=C(NCc1ccc(Cl)cc1)c1cccc(S(=O)(=O)N2CCCC2)c1	17	0	-11	26	i	0.4	-3	0.2	-1	-2
O=C(CCC(=O)c1cccs1)OCC(=O)c1ccc(F)cc1	9	-3	-3	4	i	-0.1	-18	-0.2	-2	-1
COc1cc(/C=C/C(=O)Nc2nc3ccc(S(=O)(=O)NC(C)C)cc3s2)cc(OC)c1OC	6	-3	3	27	.	0.4	-4	-2.0	-5	4
CCCN(CCC)CCNC(=O)c1cc2c(C)nc3ccccc3c2o1	-9	-3	11	26	i	-0.4	0	0.6	-6	0
COc1ccccc1C1C(C(C)=O)=C(C)N=c2s/c(=C\c3cc(OC)c(OC)c(OC)c3)c(=O)n21 (stereo not drawn)	-4	0	8	-6	i	-0.5	2	1.1	-4	-20

In the list so far, these contain an aryl methoxy group:
SMILES	SKN-1 inh	STEP inh	NRP1-CendR mod	DNMT1 inh	Neddyl block	Tb MetRS inh	Scp-1 inhibitor	LMPTP block	NadD inh	SUMO1-SIM PPI
COc1cccc(NC(=O)c2nnn(Cc3ccc(Br)cc3F)c2N)c1	-5	0	11	0	i	-0.4	-8	-0.1	-4	6
COc1cc(/C=C/C(=O)Nc2nc3ccc(S(=O)(=O)NC(C)C)cc3s2)cc(OC)c1OC	6	-3	3	27	.	0.4	-4	-2.0	-5	4
COc1ccccc1C1C(C(C)=O)=C(C)N=c2s/c(=C\c3cc(OC)c(OC)c(OC)c3)c(=O)n21 (stereo not drawn)	-4	0	8	-6	i	-0.5	2	1.1	-4	-20

Remaining list, next part.
SMILES	SKN-1 inh	STEP inh	NRP1-CendR mod	DNMT1 inh	Neddyl block	Tb MetRS inh	Scp-1 inhibitor	LMPTP block	NadD inh	SUMO1-SIM PPI
Cn1c(CSc2nnc(SCc3ccccc3)s2)nc2ccccc21	-2	4	8	-7	i	-0.1	-5	2.6	-2	0
COc1ccc(-c2nc3ccc(N4CCCC4)cc3c(=O)[nH]2)cc1OC	21	2	-1	-59	.	-0.3	-7	1.6	1	7
Cc1ccc2cn[nH]c2c1[N+](=O)[O-]	4	-4	-4	3	i	-0.3	-13	-1.1	-3	-22
CCc1noc(C)c1C(=O)Nc1cc(Cl)ccc1N1CCCC1	10	-1	-5	1	i	0.7	-4	1.5	-1	6
COCCNc1nc(-c2ccccc2)nc2c1oc1ccccc12	12	0	-1	9	i	-0.1	-13	2.0	-7	1
CCN(CCO)C(=O)c1ccc2oc(Cc3ccc(Cl)cc3)nc2c1	-9	0	0	1	i	-0.7	-1	-0.1	-5	-7
CC(=O)C1C(c2ccc(F)cc2)c2c(noc2C)CC1(C)O (stereo not drawn)	0	-2	-16	4	i	-0.7	0	1.2	1	0
O=C(C1CCCO1)N1CCN(S(=O)(=O)c2ccc(Br)cc2)CC1 (stereo not drawn)	-17	1	4	4	i	-0.5	-5	-0.2	-4	21
N#Cc1cc(-c2ccccc2)nnc1Sc1ccccc1	11	-4	16	9	i	-1.1	-5	0.7	0	-7
COc1ccc(Cl)cc1NC(=O)CN(C(=O)c1ccco1)C1CCCCC1	24	2	-2	-8	i	-0.1	-6	0.1	-7	-5
N#CCc1ccc(NC(=O)Cn2c(=O)oc3ccccc32)cc1	-18	1	3	1	i	-1.0	-6	-1.4	-1	0
Cc1ccc(-c2nn(CC(=O)NCc3cc(-c4nn(C)c(=O)c5ccccc45)ccc3C)c(=O)c3ccccc23)cc1	-17	7	-4	57*	i	-0.1	4	22	7	0
CN(C)/C=C/C(=O)c1cnc(-c2ccc(Cl)cc2)s1	7	-2	-4	-4	i	-0.1	-11	0.0	-5	-20
COC(=O)CN1C(=O)C2(C(C#N)=C(N)Oc3cc(C)oc(=O)c32)c2ccccc21 (stereo not drawn)	8	0	-2	2	i	-0.5	-4	0.3	-7	-1
Cc1ccccc1CSCC(=O)NNC(=S)NCC1CCCO1 (stereo not drawn)	6	4	16	0	i	-0.2	-2	-1.5	3	0
O=S1(=O)CCOC[C@H](Cc2ccccc2)N1Cc1ccccc1Br	3	1	20	-1	i	0.1	-8	0.2	-11	-1
O=C(NCc1ccccc1F)C(c1ccccc1)c1ccccc1	11	1	0	1	i	0.2	-19	-0.1	-3	0
CC(OC(=O)CC1Sc2ccccc2NC1=O)C(=O)N(C)Cc1ccccc1 (stereo not drawn)	-1	0	-14	1	i	-0.5	-3	2.1	-6	2
Clc1nc2c(ccc3ccccc32)[nH]1	11	-1	-14	1	i	-0.3	-11	0.6	-2	3
CC(CNC(=O)CCS(=O)(=O)c1cc2c(cc1Cl)NC(=O)CO2)c1ccccc1 (stereo not drawn)	8	-1	-8	1	i	-1.0	-12	0.6	-1	-4
Cc1nc2c(c(N3CCOCC3)n1)OCC(=O)N2	3	2	11	0	i	-0.5	-2	-1.5	-1	2
CN(C(=O)c1nn(C)c2c1CSc1ccccc1-2)c1ccc(F)cc1	2	0	-4	-1	i	-0.6	-4	-0.8	-5	-1
Cc1cccc(N=Nc2c(O)[nH]c3ccc(F)cc23)c1	7	-6	-3	11	i	0.2	-11	2.1	-4	-1
O=C(Nc1ccc2c(c1)OCO2)c1ccccc1SCC(=O)N1CCCC1	0	-2	7	3	i	0.9	-4	-1.8	3	1
CC1Cc2c([nH]c(=O)n(-c3ccccc3)c2=O)O1 (stereo not drawn)	1	-3	-4	1	i	-0.2	-5	-0.5	-1	-1
C/C(=N/NC(=O)CSc1nc2ccccc2s1)c1ccncc1	-17	-2	0	-2	i	-0.4	-11	-0.3	-3	0
NNC(=O)CNC(=O)C12CC3CC(CC(C3)C1)C2	5	3	-15	2	i	2.5	6	-0.7	-4	0
O=C(CN1CCN(S(=O)(=O)c2cc(C(F)(F)F)ccc2Cl)CC1)N1CCc2ccccc2C1	0	0	13	-3	i	-0.3	0	0.2	-1	0
O=C(O)CCCN1C(=O)/C(=C\c2ccccc2OCc2ccccc2)SC1=S	2	4	-34	1	i	0.0	-6	5.2	5	14
CCN(CC(=O)Nc1ccc(NC(C)=O)cc1)C(=O)c1ccc2ccccc2c1	6	4	1	-7	i	-0.5	6	0.9	-1	-8
O=C(Nc1ccc(N2CCN(C(=O)c3ccco3)CC2)c(Cl)c1)c1cc2ccccc2o1	29	1	7	-9	.	-0.8	-1	3.8	13	5
N#CCCN1CCN(Cn2c3ccccc3c3ccccc32)CC1	27	6	-12	1	i	-0.1	-15	-1.0	-7	-1
COc1cc(OC)c(C2N(c3ccc(Cl)c(Cl)c3)C(=O)C3CCCN32)cc1OC (stereo not drawn)	-8	-11	-1	-3	i	-0.5	1	-0.4	6	-1
Cc1ccc(C)c(S(=O)(=O)N2CCN(C(=O)C3CCN(c4ncnc5sc(C)c(C)c45)CC3)CC2)c1	11	5	-11	-6	i	-0.6	11	3.9	10	4
O=C(CCC1CCCC1)NCCCNC(=O)CCC1CCCC1	26	2	9	3	i	0.0	-5	0.9	-5	3
COc1ccccc1CC1CC(=O)N(c2ccc([N+](=O)[O-])cc2)C1=O (stereo not drawn)	3	-2	-2	3	i	-0.1	.	-1.6	-2	-32
NC(=O)CSc1nnc(Cc2ccc3c(c2)OCO3)n1C1CCCCC1	8	-3	0	-1	i	-1.5	5	-1.7	1	4
CCCSc1nnc(N)s1	-3	-1	15	0	i	0.3	-5	-1.1	-4	1
O=C(N/N=C/c1cn(-c2ccccc2)nc1-c1cccnc1)c1ccccc1	0	3	8	-2	i	-0.6	-9	2.9	4	-4
CCOC(=O)C1=C(C)N(CCCC(=O)O)C(=O)NC1c1ccccc1OS(=O)(=O)c1ccc([N+](=O)[O-])cc1 (stereo not drawn)	-2	-2	-6	0	i	-0.2	-6	-2.0	2	-18

Part of the list above with just Tb MetRS inh, SUMO1-SIM PPI and NRP1-CendR mod.
SMILES,Tb MetRS inh,SUMO1-SIM PPI,NRP1-CendR mod
CCCSc1nnc(N)s1,0.3,1,15
O=C(N/N=C/c1cn(-c2ccccc2)nc1-c1cccnc1)c1ccccc1,-0.6,-4,8

Continuation:
SMILES	SKN-1 inh	STEP inh	NRP1-CendR mod	DNMT1 inh	Neddyl block	Tb MetRS inh	Scp-1 inhibitor	LMPTP block	NadD inh	SUMO1-SIM PPI
O=C(C1CC(=O)N(c2ccc3c(c2)OCCO3)C1)N1CCN(c2ccccc2)CC1 (stereo not drawn)	-10	0	-10	6	i	-0.2	24	1.3	-2	2
Cc1cc(=O)oc(C)c1C(=O)N[C@@H](Cc1ccccc1)C(=O)O	-4	1	6	2	i	-1.5	5	0.4	0	1
CCN(CC)S(=O)(=O)c1cc(NC(=O)C2Cc3ccccc3C(=O)O2)ccc1C (stereo not drawn)	3	3	3	-1	i	-0.1	6	0.6	-9	2
Cc1noc(C)c1COc1cccc(C(=O)OC(C)C#N)c1 (stereo not drawn)	1	3	4	-1	i	-0.2	-4	-2.2	-3	2
COc1ccc(C2CC(=O)C=C3c4ccc(OC)cc4CCC32)cc1 (stereo not drawn)	1	0	-1	-6	i	-0.4	.	3.1	-2	-24
O=C(COc1ccccc1CNC[C@H]1O[C@@H](n2ccc(=O)[nH]c2=O)[C@H](O)[C@@H]1O)N1CCCCC1	4	0	-6	2	i	-0.5	.	0.5	-1	0
COc1ccc(CNC(=O)CN(Cc2ccco2)C(=O)CNS(=O)(=O)c2ccc(F)cc2)cc1	4	0	-4	0	i	0.4	-1	-0.7	4	-2
CC(=O)c1ccc(NC(=S)NCCCN2CCOCC2)cc1	2	-1	8	0	i	-0.2	-1	-1.4	-1	0
COc1ccc(S(=O)(=O)N2CCOCC2)cc1N(C)S(=O)(=O)c1ccc(C)cc1	-1	-1	4	0	i	0.0	-2	-0.3	-3	3
CC(CNC(=O)c1cc(COc2c(F)cccc2F)on1)Oc1cccnc1 (stereo not drawn)	-11	-1	-4	1	i	0.2	-11	-0.9	5	1
CCOC(=O)Cn1cc(C#N)c2ccccc21	21	0	7	0	i	-0.5	-3	-0.8	-2	1
COc1c(O)cc2oc(-c3ccc(O)c(O)c3)cc(=O)c2c1O	10	1	-70	11	i	0.8	-7	3.0	-4	1
COC(=O)[C@@]1(Cc2ccccc2)[C@H]2C(=O)N(C)C(=O)[C@H]2[C@H]2CN(C)C(=NCc3ccccc3)N21	9	-2	-4	6	i	-0.3	0	-1.2	4	3
